# M5 antag: CHRM5 antagonism in calcium assay | P08912 | CHO-hM5 cells, Fluo-8 calcium fluorescence, ACh EC80 | inhibition, % at 3 µM | hit rate 0.59% among 360,000;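 active = inhibition above a per-plate cutoff, the mean of that plate's test compounds plus 3 SD, cut at about 27% in these data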;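 also: 0% = acetylcholine EC80 with DMSO and 100% = DMSO without agonist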
# Target sequence (P08912 whole entry, looked up): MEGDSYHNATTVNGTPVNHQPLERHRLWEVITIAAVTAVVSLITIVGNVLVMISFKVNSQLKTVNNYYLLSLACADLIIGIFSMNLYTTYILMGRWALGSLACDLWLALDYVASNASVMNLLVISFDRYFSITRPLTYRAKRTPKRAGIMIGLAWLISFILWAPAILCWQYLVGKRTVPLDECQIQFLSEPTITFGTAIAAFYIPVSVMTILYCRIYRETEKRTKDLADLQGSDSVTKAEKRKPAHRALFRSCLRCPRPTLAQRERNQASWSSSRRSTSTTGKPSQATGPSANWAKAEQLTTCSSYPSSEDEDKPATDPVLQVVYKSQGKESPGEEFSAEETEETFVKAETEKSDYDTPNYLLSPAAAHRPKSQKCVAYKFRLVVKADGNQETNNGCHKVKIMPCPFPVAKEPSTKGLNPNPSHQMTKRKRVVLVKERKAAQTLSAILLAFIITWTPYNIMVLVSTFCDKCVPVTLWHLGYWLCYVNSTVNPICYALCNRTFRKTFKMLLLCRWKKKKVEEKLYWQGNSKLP
# M4 PAM: positive allosteric modulators of human muscarinic M4 receptor; P08173; CHO-K1 hM4/Gqi5, Fluo-8 calcium fluorescence, ACh EC20; 0% = ACh EC20, 100% = maximal ACh; activation, % at 3 µM; hit rate 0.4% among 360,000; AID 624126;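 active = activation above its plate's cutoff, the mean activation of sample wells plus 3 SD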; also: some results filed as inactive read as strong as hits
# Target sequence (P08173 whole entry, looked up): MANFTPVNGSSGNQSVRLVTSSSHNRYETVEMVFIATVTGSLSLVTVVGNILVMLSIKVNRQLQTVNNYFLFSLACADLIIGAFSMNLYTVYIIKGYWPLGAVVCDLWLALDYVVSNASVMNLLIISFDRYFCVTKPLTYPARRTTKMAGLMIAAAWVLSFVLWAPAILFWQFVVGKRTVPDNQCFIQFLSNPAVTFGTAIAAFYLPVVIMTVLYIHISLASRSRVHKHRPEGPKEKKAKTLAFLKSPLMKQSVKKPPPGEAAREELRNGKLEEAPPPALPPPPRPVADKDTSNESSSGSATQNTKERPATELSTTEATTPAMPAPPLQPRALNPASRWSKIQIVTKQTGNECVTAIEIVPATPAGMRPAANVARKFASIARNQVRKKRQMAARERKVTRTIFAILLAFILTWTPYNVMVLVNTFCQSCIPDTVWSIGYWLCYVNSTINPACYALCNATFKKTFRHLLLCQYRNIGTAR
# CHO-K1 Ca PAM: counter-screen for M1 PAMs: effect in parental CHO-K1 cells; ATP EC20, Fluo-8 calcium fluorescence; 0% at ATP EC20, 100% at ATP max; activation, % at 3 µM; hit rate 0.02% among 360,000;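 active = activation above the run cutoff, the mean activation of all test compounds plus 3 SD, cut at about 40% in these data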;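 also: peak over basal fluorescence ratio in a 140 s read after ATP addition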
# M5 ag: CHRM5 agonism in calcium assay; P08912; activation, % at 3 µM; hit rate 0.19% among 360,000; CHO-K1 hM5 cells, Fluo-8 calcium fluorescence; 0% DMSO wells, 100% maximal acetylcholine response;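 active = activation above the run's mean over test compounds plus 3 SD, cut at about 23% in these data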;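 also: signal is peak over basal fluorescence ratio across the kinetic read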
# M1 ag parental: nonselective activator or artifact in parental CHO-K1 cells. Fluo-8 calcium fluorescence; scaled to maximal ATP response, vehicle zero. activation, % at 3 µM. hit rate 0.48% among 360,000. AID 602248; in the data active = activation above about 15%;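 also: untransfected CHO-K1 host cells lacking M1 receptor as counterscreen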
# CHO-K1 Ca antag: counter-screen for M1 antagonists: effect in parental CHO-K1 cells | ATP-induced calcium, Fluo-8 fluorescence | inhibition, % at 3 µM | hit rate 0.6% among 360,000 | AID 602250;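 active = inhibition above a per-plate cutoff, the plate's mean sample inhibition plus 3 SD, cut at about 24% in these data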;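 also: 0% = DMSO plus EC80 ATP and 100% = DMSO alone without ATP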
# M4 ag: agonists of human muscarinic M4 receptor (CHRM4). P08173. CHO-K1 hM4/Gqi5, Fluo-8 calcium fluorescence; vehicle 0%, full acetylcholine response 100%. activation, % at 3 µM. hit rate 0.14% among 360,000. AID 624127;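 active = activation above the run mean over all test wells plus 3 SD, cut at about 32% in these data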;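 also: peak over basal fluorescence ratio per well then scaled between controls; 0% = DMSO wells and 100% = acetylcholine at EC100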
# CHRM5 PAM: CHRM5 positive allosteric modulation; hit rate 0.3% among 360,000; CHO-K1 hM5, Fluo-8 calcium, ACh EC20 PAM; 0% = ACh EC20, 100% = ACh EC100; AID 624038; activation, % at 3 µM;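 active = activation above the run cutoff, the mean activation of all test compounds plus 3 SD, cut at about 18% in these data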
#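 System: CHO-K1 hM5 cells. Reagent: acetylcholine, EC20 level. Compound dosing: single dose, 3 µM nominal final test concentration. Timing: Post-acetylcholine fluorescence recording 140 s. Detection: Fluo-8 calcium fluorescence. Read-out: % activation, ACh-normalized. Benchmarks: ACh EC20 and EC100 wells. Repeats: singlicate, one well per test compound.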
# CHRM4 antagonist: blocks acetylcholine activation of human M4 receptor | CHO-hM4 cells, ACh EC80, Fluo-8 calcium fluorescence | inhibition, % at 3 µM | hit rate 0.73% among 360,000;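 active = inhibition above its plate's cutoff, the mean inhibition of sample wells plus 3 SD, cut at about 27% in these data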;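 also: 0% = acetylcholine EC80 with DMSO and 100% = DMSO without agonist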
# The depositor's hits bear a star; & = joins results of further samples. A portion of the library, so the mix of outcomes need not match the whole.
SMILES,M5 antag,M4 PAM,CHO-K1 Ca PAM,M5 ag,M1 ag parental,CHO-K1 Ca antag,M4 ag,CHRM5 PAM,CHRM4 antagonist
COc1cccc(CC(=O)N(C)C2CCCN(Cc3ccccc3F)C2)c1 (stereo not drawn),-2,-4,-4,-10,0.1,5,0,2,-2
OC(c1ccc(F)cc1)(c1ccc(F)cc1)[C@@H]1CCCN1,1,-6,0,0,-0.1,7,2,-5,1
COc1cccc(-n2nc(C(=O)N3CCC4(CC3)OCCO4)c3ccccc3c2=O)c1,-9,2,17,-3,2.0,-12,5,-1,-9
Cc1cccc(N/N=C/c2c(O)[nH]c(=S)[nH]c2=O)c1,8,11,17,0,0.2,-14,0,4,-8
CNS(=O)(=O)c1ccc(N=Cc2c(O)n(-c3ccccc3)c(=O)[nH]c2=O)cc1,3,2,-11,-3,0.6,18,2,-3,1
c1ccc(C2c3ccccc3-n3nncc3CN2CC2CCCCC2)cc1 (stereo not drawn),-11,-11,12,-2,0.2,4,-2,0,10
CS(=O)(=O)N1Cc2cnnn2-c2ccccc2C1C#N (stereo not drawn),1,-4,3,1,1.1,-5,0,2,5
Fc1cccc(F)c1CN1CCN(Cc2c(F)cccc2F)CC1,-11,4,15,-3,0.5,-12,0,13,-7
COc1cccc(CN2CCN(C(=O)Cc3ccccc3OC)CC2)c1,-8,1,-17,2,0.3,2,1,-3,-16
Cc1ccc(CN2CCSc3ccc(C(=O)N4CCC5(CC4)OCCO5)cc32)cc1,0,3,25,-1,2.3,-13,5,2,-5
CCc1nc2ccc(N3CCN(C)CC3)cc2nc1CC,-4,-2,11,2,1.1,-15,1,4,-5
Cn1nnc(CC[N+](C)(C)C)n1,65*,-2,-1,76*,15*,11,3,-28,1
c1ccc2c(c1)CNc1ccccc1O2,-3,1,-7,-2,-0.4,15,0,0,-3
CCN(CC)C1=NC(=[N+](CC)CC)c2ccccc21,-3,-8,14,-8,0.8,-11,2,7,9
O=S1(=O)CCN(CCc2c[nH]c3ccccc23)CC1,2,-4,22,-2,2.1,-21,1,-2,-8

# Copied from above for reference:
SMILES,M5 antag,M4 PAM,CHO-K1 Ca PAM,M5 ag,M1 ag parental,CHO-K1 Ca antag,M4 ag,CHRM5 PAM,CHRM4 antagonist
COc1cccc(CC(=O)N(C)C2CCCN(Cc3ccccc3F)C2)c1 (stereo not drawn),-2,-4,-4,-10,0.1,5,0,2,-2
OC(c1ccc(F)cc1)(c1ccc(F)cc1)[C@@H]1CCCN1,1,-6,0,0,-0.1,7,2,-5,1
COc1cccc(-n2nc(C(=O)N3CCC4(CC3)OCCO4)c3ccccc3c2=O)c1,-9,2,17,-3,2.0,-12,5,-1,-9
Cc1cccc(N/N=C/c2c(O)[nH]c(=S)[nH]c2=O)c1,8,11,17,0,0.2,-14,0,4,-8

# The list goes on.
SMILES,M5 antag,M4 PAM,CHO-K1 Ca PAM,M5 ag,M1 ag parental,CHO-K1 Ca antag,M4 ag,CHRM5 PAM,CHRM4 antagonist
O=P1(c2ccccc2)Nc2ccccc2N1c1ccccc1 (stereo not drawn),11,-7,19,-11,-0.2,-21,-1,-15,3
COc1cccc(N2C(=O)NC(=O)/C(=C\c3ccc([N+](=O)[O-])s3)C2=O)c1,12,-1,2,4,1.9,13,9,-5,-5
COC(=O)C1=Nc2ccccc2/C1=C\c1c(O)n(-c2ccc(Br)cc2)c(=O)[nH]c1=O,5,-1,-9,-2,-0.4,11,1,-1,9
CN1CCN(CCOC2c3ccccc3CSc3ccc(Cl)cc32)CC1 (stereo not drawn),54*,-43,24,-2,3.5,-5,11,-17,83*
O=C1NC(=O)N(c2cccc(Br)c2)C(=O)/C1=C/c1ccsc1,-3,10,13,1,1.6,-2,2,4,-8
O=C(c1csc2c1CCCCC2)N1CCC2(CC1)OCCO2,-4,9,22,2,1.0,-25,2,5,0
COc1ccc(C2NCCc3[nH]cnc32)cc1 (stereo not drawn),0,-2,20,1,0.6,-10,1,4,2
CCOP(=O)(C#CC(C)(C)C)C1(O)CCCCC1 (stereo not drawn),6,4,19,-3,0.6,-6,0,2,-2
CC(=O)C1C(N2CC2)CC2C3CCC4=CC(=O)CCC4(C)C3CCC21C (stereo not drawn),7,-3,2,-6,-0.3,-9,1,-3,0
Cc1ccc(S(=O)(=O)N2CCC(C(=O)N3CCC4(CC3)OCCO4)CC2)cc1,2,-6,15,2,0.7,-21,1,4,-2
Cc1ccc2c(c1)C1CN(C)CCC1N2C(=O)c1cccs1 (stereo not drawn),-9,5,17,-12,0.5,-2,1,4,4
CC(C(=O)c1ccccc1)N1C(=O)c2ccccc2C1=O (stereo not drawn),9,-2,3,-4,0.1,-6,1,-3,12
ClCCN1CCN(c2ccnc3cc(Cl)ccc23)CC1,-17,-1,12,-6,0.4,-7,2,-1,-2
CC(=O)c1ccc(-c2ccccc2)cc1,-7,0,-9,-1,0.3,8,0,1,2
CC(=O)OC1N=C(c2ccccc2)c2cc(Br)ccc2N(C)C1=O (stereo not drawn),2,4,2,-4,0.4,-11,0,11,0
COc1ccccc1-n1c(/C=C/c2ccccn2)nc2ccccc2c1=O,2,0,-11,1,0.1,5,7,-1,-14
COc1ccc(-c2nn(Cc3ccccc3)cc2C(=O)NC2CC2)cc1OC,11,7,26,3,0.6,-23,2,-2,3
Cc1ccc(-c2cc(-c3ccccc3)cc(-c3ccccc3)[n+]2-c2ccccc2C(=O)O)cc1,-5,0,17,-4,0.9,-14,1,15,6
CC[C@]12CC[C@H](O)CC1=CCC1C2CC[C@]2(C)C(=O)CCC12 (stereo partly drawn),8,-9,3,-1,3.1,-12,4,-2,2
Cc1cccc(NC2=NCCCS2)c1,8,-4,23,-14,0.9,1,0,-5,10
COc1ccccc1CCNC1C2CC3CC(C2)CC1C3 (stereo not drawn),8,-14,3,-8,0.9,-1,1,-7,32*
CCOc1cc(CNCCc2cccc(F)c2)ccc1OC,7,-2,2,-3,1.0,2,2,0,-3
CC1(C)C(C(=O)NCc2ccco2)C1(C)C,-8,0,23,-6,0.1,-11,1,-6,-3
COc1ccc(N2C(=O)NC(=O)/C(=C/c3ccc([N+](=O)[O-])s3)C2=O)cc1,-13,1,3,7,2.4,-6,2,3,-6
Cc1ccc2c(c1)=C/C(=C\c1c(O)[nH]c(=O)[nH]c1=O)C(=O)N=2,-1,1,10,0,0.4,11,1,1,4
O=C(NC1CN2CCC1CC2)c1cccc(Cl)c1 (stereo not drawn),3,-3,18,-9,1.2,-7,0,2,0
CCOC(=O)C1=C(C)OC(N)=C(C(=O)OC)C12C(=O)Nc1ccc(Br)cc12 (stereo not drawn),-3,11,-8,1,0.4,7,1,2,-3
OC(Cn1c2ccccc2c2ccccc21)C[n+]1cccc2ccccc21 (stereo not drawn),58*,-27,24,-13,-0.1,-11,0,-22,40*
CC(=O)C1CCC2C3CCC4CC(O)CCC4(C)C3CCC12C#N (stereo not drawn),-15,5,12,2,0.9,6,0,4,-1
CC(C)c1ccc(-n2c(O)c(/C=N/NC(=O)c3ccncc3)c(=O)[nH]c2=O)cc1,-1,5,11,5,-0.7,-2,-1,-3,8
CCOC(=O)C1=C(N)OC2=C(C(=O)CCC2)C12C(=O)N(C)c1ccccc12 (stereo not drawn),-3,7,7,-2,1.0,-10,1,5,-7
CC(=O)OC1CC(OC2C(O)CC(OC3C(O)CC(OC4CCC5(C)C(CCC6C5CC(O)C5(C)C(C7=CC(=O)OC7)CCC65O)C4)OC3C)OC2C)OC(C)C1OC1OC(CO)C(O)C(O)C1O (stereo not drawn),-5,-1,-5,1,-0.2,8,0,-3,-6
COc1cccc(-n2c(CN3CCOCC3)nc3ccc([N+](=O)[O-])cc3c2=O)c1,14,-4,7,1,3.8,1,12,-15,9
O=C(Nc1ccc(F)cc1)N1Cc2ccccc2-n2nncc2C1,11,14,4,0,0.5,-10,2,-3,-18
COC(=O)C1=C(c2ccc(F)cc2F)C[C@@H]2CC[C@H]1N2C,21,-18,-3,-12,0.7,-25,1,-38,29*
Cc1ccccc1-n1c(O)c(C(c2ccncc2)c2c(O)n(-c3ccccc3C)c(=O)[nH]c2=O)c(=O)[nH]c1=O,8&0,-1&-8,-15&17,-1&5,-0.2&0.9,-3&-6,0&2,2&6,5&-4
C=C(C=O)CC1CC(O)[C@]2(C)OC3C[C@@H]4OC5C[C@]6(C)O[C@]7(C)CCC8OC9C[C@]%10(C)OC(/C(C)=C\CO)C(O)CC%10OC9CC(C)C8OC7CC6O[C@]5(C)C/C=C\C4OC3CC2O1 (stereo partly drawn),11,2,3,7,0.2,-16,2,-5,-11
O=C1NC(=O)C(=Cc2ccc(-c3cc(Cl)ccc3[N+](=O)[O-])o2)C(=O)N1,11,-6,-2,3,-0.1,0,-1,-4,6
Oc1cccc(/C=N/NP(=S)(c2ccccc2)c2ccccc2)c1,5,-6,-8,3,-0.2,25*,-1,-2,7
CCCCn1c(O)c(/C=C2/C=CC=N2)c(=O)[nH]c1=O,-1,-9,-10,11,2.6,10,8,-6,0
O=C(NCC1=C(c2ccc3ccccc3c2)C[C@@H]2CC[C@H]1N2Cc1ccco1)c1cccs1,19,-6,9,-2,1.6,-1,3,-5,-5
CN(C)c1ccc(-[n+]2c(-c3ccccc3)cc(-c3ccccc3)cc2-c2ccccc2)cc1,78*,-21,4,-4,8.3,23,18,-16,56*
O=[N+]([O-])c1ccc(N2CCCNCC2)c2ncccc12,29*,-48,13,-19,0.6,-7,1,-32,27*
COC(=O)C1=C(c2cccc(C#N)c2)C[C@@H]2CC[C@H]1N2C(=O)N1CCCCC1,8,10,21,0,0.5,-12,1,-4,-12
O=[N+]([O-])c1cccc(C2N3CCCN23)c1 (stereo not drawn),-1,-1,21,0,1.4,-10,0,2,-3
CC(NC(=O)Oc1ccccc1)C(c1cccs1)N1CCOCC1 (stereo not drawn),2,-1,-6,1,0.1,7,0,17,15
CCC(=Nc1cc(OC)ccc1OC)c1c(O)[nH]c(=O)[nH]c1=O,1,-7,-2,0,0.0,4,0,-1,1
O=S(=O)(c1ccc(Cl)cc1)N1CC1c1ccccc1 (stereo not drawn),-5,1,1,-2,0.4,2,-1,5,-1
Cc1cccc(C)c1NC(=O)CN(C)CC(=O)Nc1ccc(C#N)c(Cl)c1,-5,-7,1,4,4.2,-6,10,-14,-11
CN1C(=O)N(C)C(=O)C(CCc2ccccn2)(CCc2ccccn2)C1=O,-1,0,21,-1,0.5,-13,1,1,14
Cn1c(O)c(N=Nc2ccc(S(=O)(=O)N3CCOCC3)cc2)c(=O)n(C)c1=O,-7,4,26,1,0.8,-17,3,-6,-16
O=C(NC1CCCCC1)[C@@H]1CC=C[C@@H]2CCN(Cc3ccccc3)C(=O)[C@@H]21,0,1,19,2,0.2,-13,0,-3,-12
CN(C)C(=O)Oc1ccc(Cl)c2ccccc12,2,-2,-7,-4,-0.4,12,0,-3,3
O=C1CC(C(=O)N2CCC3(CC2)OCCO3)CN1CCc1ccccc1 (stereo not drawn),-2,8,18,-2,1.1,-14,1,6,3
Cn1cc(C(=O)OCC(=O)Nc2ccccc2Cl)c2ccccc21,6,-5,-15,-3,0.1,10,4,-2,4
